# PglD inh = C. jejuni PglD acetyltransferase inhibitors, primary screen, biochemical, DTNB colorimetric, single point; 360,000 tested, 0.098% active; purified PglD enzyme, DTNB colorimetric CoA detection; UDP-N-acetylbacillosamine N-acetyltransferase PglD (Campylobacter jejuni); inhibition, % at 12.5 µM; in the data active means inhibition above about 16%, passing the limit was not always enough; inconclusive means no clear call, values can overlap the other calls; further: strong numbers were not always called active
# Cneo AK release = Cryptococcus neoformans cell lysis inducers, primary screen, AK release luminescence, single concentration. C. neoformans lysis, adenylate kinase release luminescence, 4 h; normalised: neutral wells 0, clomiphene wells 100. lysis activity, % at 15 µM. 360,000 tested, 0.2% active;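 active means mean lysis activity across replicates of at least 80%, whatever share of replicates individually reach that level; inactive means mean lysis activity below 80%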
#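 Material – Cryptococcus neoformans yeast cells · Quantity – 5 × 10^6 yeast cells/mL · Buffer or medium – YPD medium · Compound – single dose · Timing – 4 h static compound exposure, 37 °C, read 1 h post-reagent · Signal – adenylate kinase release luminescence · Read-out basis – lysis from increased AK signal · Benchmarks – Clomiphene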
# LGR2 inh = inhibitors of bursicon-induced LGR2 CRE-luciferase signal, primary screen, cell-based, HEK293, CRE-luciferase reporter, bursicon stimulation; AID 720647, 2013; 380,000 tested, 0.35% active; bursicon-stimulated, 4 h; inhibition, % at 9.99 µM;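 active means drop in luminescence signal, shown as inhibition above about 50% in the replicate tests, limit read from the data, passing the limit was not always enough; inconclusive means probably only some replicates passing the limit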;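 further: agonist challenge used bursicon conditioned medium at about half maximal strength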
# INS-1E GSIS act = GLuc luminescence reporter in INS-1E cells, primary screen for activators of glucose-dependent secretion of insulin; INS-1E GLuc reporter insulin secretion, 2-3 h; 370,000 tested, 0.61% active; activation, % at 16.6 µM;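 active means lowest replicate activation of at least 40%, so every replicate reaches that level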;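 further: 0% = median of neutral control wells and 100% = median of IBMX positive control wells; some compounds called inactive have numbers as strong as hits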
# PGC1a acetyl inh = inhibitors of PGC1a acetylation signal, primary screen, cell-based, U2OS, AlphaScreen, inhibitor mode. AlphaScreen anti-acetyl-lysine; with virally co-expressed GCN5 acetyltransferase. AID 651687, 2012. 350,000 tested, 0.17% active. inhibition, % at 15.6 µM;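 active means every replicate shows inhibition of at least 40%; inconclusive means mean inhibition at least 40% but some replicate below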;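 further: 0% = neutral control wells and 100% = positive control wells; some results beyond the cut were filed as inactive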
# ARNT-TACC3 inh = disruptors of ARNT/TACC3 protein interaction, primary screen, biochemical, AlphaScreen, single concentration; Transforming acidic coiled-coil-containing protein 3 (Homo sapiens), Q9Y6A5; inhibition, % at 9.99 µM; 390,000 tested, 0.66% active; AlphaScreen His-ARNT PAS-B/GST-TACC3 binding, luminescence; TACC3 fragment carries E629A point mutation;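 active means mean inhibition of replicates at least 50% and at least half of replicates each reaching 50%; inconclusive means half or more replicates reach 50% but mean below 50%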;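 further: 0% = complete ARNT plus TACC3 wells and 100% = ARNT alone without TACC3; many hits fall short of the cut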
# Statin myotox sup = suppressors of statin myotoxicity in C2C12 myotubes, primary screen, cell-based, single point, plate reader; 330,000 tested, 0.78% active; rescue of ATP level, % at 7.49 µM; AID 602340, 2012; C2C12 myotubes + simvastatin, ATP luminescence, 48 h; scaled: DMSO 0, geranylgeraniol control 100;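 active means mean ATP rescue above about 67%, or every replicate alone reaching that limit, limit read from the data, passing the limit was not always enough; inconclusive means no clear call, values can overlap the other calls; inactive means mean under the limit and some replicate under it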;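 further: myotubes were challenged with 10 µM simvastatin during compound exposure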
# PAX8 inh HTS = inhibitors of PAX8-driven TPO luciferase reporter, primary screen, RMG-I cells, single concentration | AID 652154, 2013 | inhibition, % at 12.6 µM | SteadyGlo, 24 h | 360,000 tested, 1.2% active;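 active means mean replicate inhibition at least 60% with every replicate also reaching 60%; inconclusive means only one of the two criteria is met; inactive means mean below 60% and not all replicates reaching 60%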;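 further: luciferase light reporting Pax8 driven TPO promoter activity; plate controls were median of neutral control wells for no effect and mitoxantrone controls for full effect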
# Active calls of the source: *; ? = inconclusive; · = not tested or not shown; & = joins results of further samples.
no.	Structure	Cneo AK release	INS-1E GSIS act	LGR2 inh	PAX8 inh HTS	PGC1a acetyl inh	ARNT-TACC3 inh	Statin myotox sup	PglD inh
1	C[C@H](CO)N1C[C@H](C)[C@@H](CN(C)S(=O)(=O)c2cn(C)cn2)Oc2c(NC(=O)Nc3ccccc3)cccc2C1=O	96.7*	6.0	-16.3	·	2.8	-8.8	·	-2.4
2	C[C@H]1CN([C@@H](C)CO)C(=O)c2cc(C#Cc3ccccn3)cnc2O[C@@H]1CN(C)Cc1ccncc1	-0.8	4.4	-9.9	·	-5.4	0.2	-15.2	2.0
3	C[C@H]1CN([C@@H](C)CO)C(=O)CCCn2cc(nn2)CO[C@H]1CN(C)C(=O)Nc1ccnc(N2CCOCC2)c1	0.5	6.4	7.0	·	0.7	-2.2	-12.1	-1.5
4	Cc1ccc(N=CC2=C(O)CC(c3ccccc3Cl)CC2=O)cc1 (stereo not given)	0.2	1.2	1.8	48.8	-6.5	·	·	4.8
5	CCCCOC(=O)c1ccc(NC(=O)Nc2ccc(OC)c(OC)c2)cc1	-1.1	·	·	·	·	-9.4	5.5	3.8
6	CCC(=O)N1CCc2cc(S(=O)(=O)NCCC(=O)Nc3ccc(OC)cc3)ccc21	2.0	15.8	-12.2	-15.7	-0.3	3.7	6.9	1.4
7	O=C(NCc1ccco1)C1CC(c2ccc(Cl)c(Cl)c2)=NO1 (stereo not given)	·	-3.6	-2.5	10.3	4.3	1.4	·	·
8	Cn1c2ccccc2c2cc(/C=N/NC(=O)c3cc(O)ccc3O)ccc21	-1.8	-7.3	11.0	-10.6	·	18.9	17.7	0.4
9	Clc1ccc(OCCn2ccnc2)cc1Cl	0.5	-6.4	-2.7	15.7	·	17.7	5.4	-7.8
10	CCC(=O)N1CC[C@@H]2[C@H]1c1cc(-c3ccccc3)ccc1N(C)[C@H]2CO	-0.8	36.6	-4.1	-8.2	1.6	3.1	15.8	1.2
11	Cc1ccccc1CN1C(=O)C(C)Sc2ccc(-c3ccco3)cc21 (stereo not given)	-4.9	5.3	12.5	-33.6	3.2	·	45.0	-2.6
12	COc1ccc(Nc2c(-c3ccco3)nc3ccc(C)cn23)cc1	2.1	-9.6	-30.1	-37.3	-5.1	-1.0	27.3	-2.0
13	CCCNC(=O)C[C@@H]1CC[C@@H]2[C@@H](COc3ccc(NC(=O)CC)cc3C(=O)N2C)O1	-1.0	8.5	6.5	12.4	-4.6	-4.2	-0.7	-1.5
14	CC(c1n[nH]c(=S)n1-c1ccc(Cl)cc1)N(C)C (stereo not given)	-1.0	4.2	0.8	29.7	·	·	4.4	-0.7
15	Nc1ncccc1C(=O)OCC(=O)NC1CCCCCC1	-1.1	-6.0	-13.5	-5.3	·	·	5.9	-3.4
16	C[C@@H]1CCCCO[C@H](CN(C)C(=O)Nc2ccccc2)[C@H](C)CN([C@H](C)CO)C(=O)c2cc(NC(=O)C3CCCCC3)ccc2O1	·	-18.2	16.5	-9.8	4.7	·	·	·
17	CC(C)(C)c1ccc(C(=O)OCCN2CCCCC2)cc1	2.0	-13.6	-2.4	-16.4	2.1	1.8	7.5	4.0
18	CCC(=O)Nc1ccc2c(c1)C(=O)N(C)[C@@H]1CC[C@@H](CC(=O)NCCc3ccncc3)O[C@@H]1CO2	·	9.6	7.0	-2.8	-8.1	·	-10.9	·
19	O=C(N/N=C/C=C\c1ccccc1[N+](=O)[O-])c1ccco1	·	-0.7	-15.4	-16.9	-2.4	37.7	·	·
20	CC(C)(C)n1[nH]c2c3c(ccc2c1=O)C(=O)c1ccccc1C3=O	·	·	·	7.4	3.9	1.6	-15.2	·
21	CC1C/C(=C/c2cccs2)C(=O)/C(=C/c2cccs2)C1 (stereo not given)	·	-26.0	2.4	71.6*	·	5.6	·	·
22	O=C(NCC[C@H]1CC[C@H](NS(=O)(=O)c2cccc(F)c2)[C@H](CO)O1)C1CCC1	57.0	27.8	-0.8	2.5	-7.2	-2.2	-5.0	4.5
23	COc1ccccc1N1CCN(C(=O)c2nn(C)c3c2CS(=O)(=O)c2ccccc2-3)CC1	3.1	5.8	-2.3	4.4	-14.6	-4.5	4.4	2.0
24	C[C@H](CO)N1C[C@H](C)[C@H](CN(C)S(C)(=O)=O)Oc2cc(C3=CCCCC3)ccc2S1(=O)=O	-1.8	-15.1	-20.5	·	-17.6	-6.9	5.8	-1.0
25	Cc1ccc(S(=O)(=O)NNC(=O)c2cnn(-c3ccccc3)c2-n2cccc2)cc1	11.3	·	·	14.4	-21.1	4.4	4.1	2.9
26	C[C@@H]1CN([C@@H](C)CO)C(=O)Cc2cc(NC(=O)Nc3cccc4ccccc34)ccc2O[C@@H]1CN(C)C(=O)NC1CCCCC1	-6.1	-5.7	-20.1	9.7	-2.0	18.1	-32.3	2.1
27	Nc1nc(SCc2cccc(Br)c2)n[nH]1	0.8	21.1	8.5	-21.6	-14.4	-10.8	18.7	0.6
28	CC12CCC3c4cc(CN5CCOCC5)c(O)cc4CCC3C1CCC2=O (stereo not given)	-0.8	-7.3	6.8	2.3	-7.4	-0.2	-7.1	0.7
29	CCCN(C)C[C@H]1Oc2cc(/C=C/c3ccccc3)ccc2S(=O)(=O)N([C@H](C)CO)C[C@H]1C	8.5	-5.7	2.5	·	-11.0	18.0	-33.0	0.0
30	CC(=O)N(O)CCCCCNC(=O)CCC(=O)N(O)CCCCCNC(=O)CCC(=O)N(O)CCCCCN	4.8&3.2	2.6	1.5&0.0	18.7	7.9&3.0	0.0&28.3	5.9&0.6	-7.6&3.9
31	COc1ccc(NS(=O)(=O)c2cccc(C(=O)NCCCN3CCOCC3)c2)cc1	-1.7	-15.2	6.2	-6.0	·	-2.4	-4.3	2.8
32	O=C(COC(=O)c1ccc(Cl)nc1)Nc1ccccc1OC(F)F	·	9.6	1.7	29.7	8.2	-5.1	·	·
33	CCn1c(SCC(=O)N(C)c2c(N)n(Cc3ccccc3)c(=O)[nH]c2=O)nc2ccccc21	1.0	·	-10.1	-7.0	12.4	1.6	-0.6	-0.1
34	O=C(NCc1ccncc1)C(=O)N/N=C/c1ccccn1	·	1.1	-132.9	3.9	-2.1	9.4	·	·
35	O=C(NCC[C@@H]1CC[C@@H](NC(=O)C2CCCC2)[C@@H](CO)O1)c1cnccn1	-3.2	-3.8	-3.1	-10.6	-2.8	7.1	-1.9	5.8
36	COc1ccc(-c2cc(C(=O)Nc3cnn(Cc4ccccc4C)c3)no2)cc1OC	2.1	9.1	-4.6	·	-2.2	-10.3	-29.4	1.3
37	O=C(C[C@H]1C(=O)N(c2ccccc2)C[C@@H]1Cc1ccccc1)Nc1ccccc1	3.3	-5.8	0.0	-27.1	-7.3	·	-7.2	-0.5
38	Cc1ccc(NC(=O)c2cccc(F)c2)cc1S(=O)(=O)N1CCCCCC1	·	-32.3	24.8	20.1	·	-10.2	·	·
39	O=C(CC1C(=O)NCCN1Cc1cccc(F)c1)NCCCN1CCCC1=O (stereo not given)	-2.7	3.7	9.9	-1.3	·	-7.4	-13.7	-2.5
40	CCc1cccc(NC(=O)CCc2c(C)nn(-c3ccc(N4CCCCC4)nn3)c2C)c1	-0.5	-33.8	-2.4	-64.9	2.5	-1.3	1.5	-2.9
41	CCOC(=O)N1CCN(c2c(N3CC=C(c4ccccc4)CC3)c(=O)c2=O)CC1	2.8	-4.0	-9.1	14.5	-1.4	9.8	13.0	3.9
42	CCC/C=C/c1ccc(CN2C(C)C(=O)N(Cc3cn(CCC4OCCCO4)nn3)CCS2(=O)=O)cc1 (stereo not given)	0.2	-28.7	8.1	81.0*	·	·	-11.0	-3.5
43	Cc1noc(C)c1NC(=O)N(C)C[C@@H]1OCCCC[C@H](C)Oc2ccc(NC(=O)NC(C)C)cc2C(=O)N([C@@H](C)CO)C[C@H]1C	0.8	0.0	6.2	-12.0	2.7	-0.6	·	0.5
44	Cc1ccc(S(=O)(=O)N[C@@H]2CC[C@H](CCNC(=O)Nc3ccc(Cl)cc3)O[C@H]2CO)cc1	-0.5	-11.9	-7.9	-3.8	-2.2	·	-6.0	1.8
45	CC(CCc1ccccc1)NC(=O)C(Cc1ccccc1)NS(=O)(=O)c1cccs1 (stereo not given)	0.8	-22.7	-14.4	·	-0.1	5.2	?	-1.9
46	O=C(NCCc1ccc(F)cc1)c1cccc(NC(=O)c2ccccc2)c1	-2.3	-18.1	-12.9	-19.6	·	-10.0	-20.1	-0.9
47	CC1(C(=O)NCc2ccc3c(c2)OCO3)CCN1C(=O)CC1CCCC1 (stereo not given)	-9.1	41.2	-6.4	28.7	·	·	5.0	-1.3
48	COc1ccc(CN(C)C[C@H]2Oc3c(NC(=O)Nc4ccccc4)cccc3C(=O)N([C@@H](C)CO)C[C@@H]2C)cc1	-0.4	-16.1	5.3	10.3	-12.7	2.9	-47.7	4.4
49	CC1CN(Cc2ccccc2)C(=O)NC1=O (stereo not given)	0.8	43.1	-1.0	4.7	7.7	-3.0	-5.6	5.2
50	COc1ccc(Cl)c(Cn2c(NCCCO)nc3c2c(=O)n(C)c(=O)n3C)c1	-1.0	·	·	·	·	-2.5	1.6	-3.0
51	Cn1ccnc1SCC(=O)c1ccc(Br)cc1	-0.3	-1.7	-15.5	·	38.8	-2.4	-11.6	3.8
52	O=C(NC1CCC1)[C@H]1[C@H](CO)[C@H]2Cn3c(ccc(-c4ccccc4F)c3=O)[C@H]2N1Cc1cocn1	26.7	-1.8	-8.5	·	·	-11.2	26.6	-0.9
53	NC(=O)c1cc([N+](=O)[O-])ccc1N1CCN(Cc2ccccc2)CC1	-1.3	-1.0	5.4	15.0	15.1	4.8	0.7	-0.9
54	O=C(NCCO)c1cc2cc(Cl)cc(Cl)c2oc1=O	·	3.8	8.5	16.6	39.7	-8.2	·	·
55	COCc1cccc(-c2csc(C(O)c3ccc(F)c(OC)c3)n2)c1 (stereo not given)	2.2	3.7	-11.9	-5.3	-3.1	·	-2.8	3.3
56	Cc1cc(C(=O)NNS(=O)(=O)c2cc(C(=O)O)ccc2Cl)c(C)n1-c1ccccc1	-4.1	1.6	-9.8	29.2	-0.3	1.7	1.6	-3.5
57	S=C1NCCOCCOCCOCCNC(=S)N2CCOCCOCCN1CCOCCOCC2	·	-2.7	7.1	23.6	3.2	-3.8	-0.4	·
58	CS(=O)(=O)c1nc(-c2ccc(F)cc2)cc(C(F)(F)F)n1	·	2.7	37.3	39.8	·	2.1	·	·
59	COc1ccc(NC(=O)N[C@@H]2CC[C@@H](CCNS(=O)(=O)c3ccccc3F)O[C@H]2CO)cc1	-1.0	29.1	1.1	14.5	-11.9	3.0	-2.3	0.7

# Screening data: PubChem BioAssay, Broad Institute
